# Bioassay records (PubChem)
# RT RNaseH block: blocks HIV-1 RNase H cleavage of RNA/DNA duplex. P04585. RT-RNase H RNA/DNA duplex cleavage, fluorescence. inhibition, % at 10 µM. 1.9% of 65,000 active; in the data active means inhibition above about 50%
# RmlC RmlD mix: mixture blocks RmlC and RmlD coupled enzyme activity; inhibition, % at 5.5 µM; RmlC/RmlD coupled enzyme inhibition, 384-well mixture HTS; 0.39% of 110,000 active; in the data active means inhibition above about 30%, passing the limit was not always enough; further: strong numbers were not always called active
# * = called active by the depositor; nt = no result given. Not all compounds are listed. The share of hits here may be higher or lower than overall.
SMILES,RT RNaseH block,RmlC RmlD mix
O=C(CSc1ccc2c(c1)OCCO2)NCc1ccco1,5.5,4.8
O=c1oc(-c2cc3ccccc3o2)nc2sc3c(c12)CCCC3,-16.5,-3.0
COc1ccccc1NS(=O)(=O)N(C)C,nt,13.2
CCOC(=O)c1c(C)[nH]c(C(=O)OCC(=O)N2CCc3ccccc32)c1C,19.7,nt
CCOC(=O)C(C)Sc1nc(N)c(NC(=O)c2ccc(OC)c(OC)c2)c(=O)[nH]1 (centres undefined),-0.5,13.1
COc1ccc(-c2nnc(SCc3cccc(C)c3)n2N)cc1,nt,8.5
O=C(CN1CCc2ccccc2C1)Nc1ccccc1N1CCCCCC1,-3.7,-69.3
COc1nc(C)ccc1-c1noc(-c2ccncc2)n1,-26.6,-14.6
CC1=NN(c2ccc(C)c(C)c2)C(=O)C1C(c1cccc(O)c1)C1C(=O)N(c2ccc(C)c(C)c2)N=C1C (centres undefined),nt,-1.9
Cc1ccc(S(=O)(=O)CNC(=S)c2ccc3ccccc3c2)cc1,nt,4.2
CN(C1CCCCC1)S(=O)(=O)c1ccc2c(c1)c(=O)c(C(=O)NCCN1CCCC1)cn2C,-1.1,-8.2
N=c1sc2ccccc2n1-c1ccccc1,-17.6,-7.8
COC(=O)C1CCN(C(=O)COC(=O)CC(NC(C)=O)c2ccccc2)CC1 (centres undefined),nt,-7.6
O=C(COc1ccccc1)Nc1nnc(-c2ccccc2)o1,-5.4,-6.5
CC1(C)Oc2ccc(C(=O)N3CCc4ccccc43)cc2N(CC(=O)N2CCCC2)C1=O,-9.8,3.8
CCN(CC)S(=O)(=O)c1cccc(-c2nnc(SC(C)C#N)n2Cc2ccccc2)c1 (centres undefined),-3.4,-10.9
Cc1nc2ccc(NC3=NCCCCC3)cc2s1,29.9,6.4
O=C(CCn1c(=O)oc2ccccc21)Nc1ccc2c(c1)OCCO2,-13.2,-14.5
Cc1ccc(C2C(=O)N(C3CCC(C)CC3)CC(=O)N2C2CC2)cc1 (centres undefined),0.6,10.4
CN(CC(=O)O)S(=O)(=O)c1ccc(F)cc1,nt,4.3
Cc1ccc(-n2c(C)cc(/C=N/NC(=O)c3ccc(CN4CCOCC4)cc3)c2C)cc1,nt,5.9
COCc1nc(-c2ccc(-c3ccc(OC)cc3)nc2OC)no1,-17.3,-35.8
C(=N\n1cnnc1)/c1ccc(N2CCOCC2)s1,3.1,-6.7
O=C(CN1C(=O)c2ccccc2C1=O)N1CCN(c2ccccc2)CC1,-6.6,-13.7
O=S(=O)(Nc1nnc(-c2ccccc2)s1)c1ccc(Cl)cc1,4.8,-1.2
CSc1nc(-c2ccccc2)nn1C(=O)c1ccc(C)cc1,nt,43.2
CCOC(=O)CCC(=O)NCc1ccc2[nH]c(C)cc2c1,0.4,3.6
CCOc1ccc(-n2c(Cc3cc(=O)[nH]c(=O)[nH]3)nnc2SC(C)C)cc1,-0.5,7.4
COc1ccc(Cn2c(CCC(=O)Nc3ccccc3)nc3cccnc32)cc1,nt,11.4
Cc1c(Cc2ccccc2)c(=O)oc2c(C)c(OCc3nn[nH]n3)ccc12,-7.8,-2.0
O=C(CSc1n[nH]c(-c2ccccc2Br)n1)NC(=O)NCc1ccco1,-2.4,3.1
CC(CN(C)Cc1ccccc1)OC(=O)C1COc2ccccc2O1 (centres undefined),-7.8,-9.4
CC(Nc1nc(-c2ccc(F)cc2)cs1)c1nc2cc(C(F)(F)F)ccc2n1CCCO (centres undefined),nt,5.8
CCCCOc1ccc(C2C(=O)N(C3CCCCC3)CC(=O)N2CC2CCCO2)cc1 (centres undefined),nt,1.5
CC(N)C(=O)c1ccco1 (centres undefined),-5.7,-2.8
COc1cc(C(=O)Nc2cnc(NC(=O)C(C)C)cc2C)cc(OC)c1OC,-5.5,3.9
COc1ccc(CCC(=O)Nc2nc3ccccc3[nH]2)cc1,nt,2.0
CC(C)c1ccc(NC(=O)CCNS(=O)(=O)c2cccc3nonc23)cc1,-13.2,8.9
CC(=O)Nc1ccc(NC(=S)Nc2ccccc2)cc1,nt,6.6
Cc1nnc(SCC(=O)NCc2ccc3c(c2)OCO3)s1,-14.3,5.4
CC1=C(C(=O)OCc2ccccc2)C(c2cccnc2)n2ncnc2N1 (centres undefined),-37.6,-13.9
CC(C)C(NC(=O)C1CCCCC1)C(=O)Nc1ccc2c(c1)OCCO2 (centres undefined),-5.7,-8.5
Cn1c(=O)c2c(nc(SCC(=O)Nc3ccccc3N3CCCCC3)n2C)n(C)c1=O,-23.8,-13.5
CC1CCN(CC(=O)c2c[nH]c3ccccc23)CC1,nt,-7.8
O=S(=O)(c1ccc(Cl)cc1Br)N1CCCCC1,-39.8,-11.5
Cc1ccc(N2C(=O)C3ON(c4ccccc4)C(c4ccncc4)C3C2=O)cc1 (centres undefined),-24.1,-5.3
O=C(CN1CCCC1)N1c2ccccc2Sc2ccccc21,13.1,-7.6
CCCc1cc(=O)oc2cc(C)cc(OCc3nn[nH]n3)c12,-12.1,nt
Cc1ccc(OCCC(=O)Nc2c(C)n(C)n(-c3ccccc3)c2=O)cc1,-6.4,15.4
O=c1c2ccccc2ncn1Cc1ccco1,-0.9,-5.4
COc1ccc(CCN2CC34C=CC(O3)C(C(=O)NCc3ccccc3Cl)C4C2=O)cc1OC (centres undefined),nt,-10.3
CC1CCN(C(=O)C(C)Sc2nc(-c3ccccc3)cc(C(F)(F)F)n2)CC1 (centres undefined),nt,-10.5
CC1(C)SC2c3ccccc3C(=O)N2[C@@H]1C(=O)NCCCN1CCOCC1 (some centres undefined),3.0,3.0
CC1=NC(Nc2nc(C)c3ccccc3n2)=NC(C)(C)C1,-11.1,10.6
Cc1ccc(NC(=S)NCCc2c[nH]c3ccccc23)cc1,nt,-7.8
CC(=O)c1ccc(NC(=O)Nc2ccc3c(c2)N(C)C(=O)CS3)cc1,nt,-11.3
CCn1c(SCC(=O)Nc2nonc2C)nnc1-c1ccoc1C,-2.1,3.8
O=C(Nc1ccccc1)C12CC3CC(C1)CC(n1cnc([N+](=O)[O-])n1)(C3)C2,nt,4.8
Cc1cc(Nc2nc3ccccc3[nH]c2=O)n(-c2ccccc2)n1,1.5,nt
O=C(NC(Nc1nc2ccccc2s1)(C(F)(F)F)C(F)(F)F)c1ccccc1,nt,-1.7

# An excerpt of these results, with bars between the fields.
smiles | RT RNaseH block | RmlC RmlD mix
CCN(CC)S(=O)(=O)c1cccc(-c2nnc(SC(C)C#N)n2Cc2ccccc2)c1 (centres undefined) | -3.4 | -10.9
O=S(=O)(Nc1nnc(-c2ccccc2)s1)c1ccc(Cl)cc1 | 4.8 | -1.2
Cc1c(Cc2ccccc2)c(=O)oc2c(C)c(OCc3nn[nH]n3)ccc12 | -7.8 | -2.0
O=C(CSc1ccc2c(c1)OCCO2)NCc1ccco1 | 5.5 | 4.8
Cc1ccc(C2C(=O)N(C3CCC(C)CC3)CC(=O)N2C2CC2)cc1 (centres undefined) | 0.6 | 10.4
O=c1c2ccccc2ncn1Cc1ccco1 | -0.9 | -5.4

# (continued)
SMILES,RT RNaseH block,RmlC RmlD mix
CCN(CC)c1ccc(C2C3CCCCC3(O)CCN2CC(=O)N2CCCCC2)cc1 (centres undefined),16.5,11.7
CCOc1ccccc1OCCCC(=O)N1CCN(S(=O)(=O)c2ccc(C)cc2)CC1,-18.6,3.7
CC(C)C(=O)c1cn(CC(=O)N2CCCc3ccccc32)c2ccccc12,nt,-7.0
Cc1ccc(NC(=O)CS(=O)CC(=O)NC(C)CCc2ccco2)cc1Cl (centres undefined),-11.0,2.6
O=CN1CCc2scc[n+]2-c2ccccc21,nt,-9.3
Cc1cc(Br)ccc1OCC(=O)N1CCCCCC1,nt,0.2
COc1ccc(OC)c(-c2cc(C(=O)N3CCCc4ccccc43)no2)c1,-2.5,-29.2
CCc1cc(C)c(O)c(CC)n1,nt,6.4
COC(=O)c1[nH]c2cc(C)ccc2c1NC(=O)CN1CCN(c2ccccc2OC)CC1,2.2,6.2
CC(=O)Oc1cc(C(C)C)c(OCCN(C)C)cc1C,-0.6,44.3
CC1CC(C)CN(CC(=O)N2CCc3[nH]c4ccccc4c3C2)C1 (centres undefined),4.6,5.5
COc1ccc(C)cc1NC(=O)c1cnc2n(c1=O)CCS2,2.0,7.2
COc1ccc(C2c3c(oc4c(C)cc(C)cc4c3=O)C(=O)N2Cc2cccnc2)cc1OC (centres undefined),-1.7,nt
O=[N+]([O-])c1nn(-c2ccc3c(c2)OCCO3)n(O)c1=Nc1ccc(Cl)cc1,nt,1.3
COc1cc(/C=C(/C(=O)c2cccs2)c2nc3ccccc3[nH]2)ccc1O,nt,3.8
COC(=O)c1ccccc1NC(=O)Nc1cccnc1,-55.5,-2.4
CC(C)(C)CC(C)(C)c1ccc(O)c(CN2CCN(CCC#N)CC2)c1,nt,2.8
CCn1c(=S)sc2nc(C)sc21,84.0*,3.7
COC(=O)c1nnn(-c2nonc2N)c1-c1cccs1,-6.2,5.9
Cn1c(N)c(C(=O)COC(=O)C2=COCCO2)c(=O)n(C)c1=O,nt,-19.9
O=C(NCc1ccc(OC(F)(F)F)cc1)C1CC(c2cccc(F)c2)=NO1 (centres undefined),nt,2.5
Cc1ccc(CCNC(=O)C2CCN(c3nn4c(=O)cc(C)nc4s3)CC2)cc1,1.9,12.0
CCOC(=O)c1ccc(NC(=O)CNC(=O)C2CCCCC2)cc1,-1.2,12.3
Cc1cc(NC(=O)c2sc(Nc3cccc(C(F)(F)F)c3)nc2N)no1,6.1,6.8
CCn1c(=O)c2cc(S(=O)(=O)NCCOc3ccccc3)ccc2n(CC)c1=O,-0.6,1.5
c1ccc(-c2ccc(-c3cnc4n3CCCCC4)cc2)cc1,nt,-0.3
C=CCSc1nc2ccccc2[nH]1,0.6,10.2
COCCOC(=O)C1=C(C)NC2=C(C(=O)CC(c3cccs3)C2)C1c1ccsc1 (centres undefined),3.8,-19.1
CCc1ccc(C2=CC(c3cc(Br)ccc3F)n3ncnc3N2)cc1 (centres undefined),nt,38.0
CCc1nnc(NC(=O)c2ccc(-c3cc(C(F)(F)F)ccc3Cl)o2)s1,nt,-9.9
O=C(CCn1c(=O)sc2ccccc21)NCCC1=CCCCC1,-24.5,-13.5
Cc1ccccc1N1C(=O)c2ccccc2N2C(=O)c3ccccc3C12 (centres undefined),nt,4.0
O=C(Nc1ncn[nH]1)C(F)(F)C(F)F,nt,-6.7
CCOc1ccc(-c2nc(C#N)c(NCC(C)C)o2)cc1,-4.8,-17.9
CNc1nc(NC)nc(-n2c(C(F)(F)F)nc3ccccc32)n1,-25.6,3.4
Cc1ccc(C(=O)NCCN2C3=NC[C@H](Cc4ccc(O)cc4)N3C[C@H]2Cc2ccc(O)cc2)cc1Br,nt,2.4
CCc1c(C)nc2[nH]nc(NC(=O)C(F)(F)F)n2c1=O,-10.8,5.9
CNC(=O)c1ccc2snnc2c1,7.7,2.6
CCC1=C(OC(=O)N(CC)CC)N2C(=O)OC(=NCCc3c[nH]c4ccccc34)[C@]2(C)[C@H]2C1=CC[C@H]1C(=O)N(CC)C(=O)[C@H]12,nt,-70.3
COc1ccc(/C=N\NC(=S)SCN2C(=O)C3CCC(C)(C2=O)C3(C)C)cc1 (centres undefined),nt,-13.1
CCCc1nc(C)c2c(=O)[nH]c(-c3cc(S(=O)(=O)N4CCN(CC)CC4)ccc3OCC)nn12,nt,6.2
Cc1ccc2c(c1)c1c(n2CC(O)Cn2c(C)nc3ccccc32)/C(=N\O)CCC1 (centres undefined),-8.1,-5.0
COc1cccc(OCCOc2ccccc2[N+](=O)[O-])c1,nt,1.7
O=C(Nc1ccccc1)C1=C[C@H](c2ccccc2)C[C@H](OCCCCO)O1,nt,-6.1
COC(=O)C1=C(O)/C(=C\c2cc(C)n(-c3ccccc3C)c2C)N=C1C,nt,-10.7

# Entries listed so far with two or more sulfur atoms:
SMILES,RT RNaseH block,RmlC RmlD mix
Cc1ccc(S(=O)(=O)CNC(=S)c2ccc3ccccc3c2)cc1,nt,4.2
CCN(CC)S(=O)(=O)c1cccc(-c2nnc(SC(C)C#N)n2Cc2ccccc2)c1 (centres undefined),-3.4,-10.9
O=S(=O)(Nc1nnc(-c2ccccc2)s1)c1ccc(Cl)cc1,4.8,-1.2
Cc1nnc(SCC(=O)NCc2ccc3c(c2)OCO3)s1,-14.3,5.4
CCn1c(=S)sc2nc(C)sc21,84.0*,3.7
COCCOC(=O)C1=C(C)NC2=C(C(=O)CC(c3cccs3)C2)C1c1ccsc1 (centres undefined),3.8,-19.1
COc1ccc(/C=N\NC(=S)SCN2C(=O)C3CCC(C)(C2=O)C3(C)C)cc1 (centres undefined),nt,-13.1

# (further entries)
SMILES,RT RNaseH block,RmlC RmlD mix
CCCCOc1ccc(C(=O)Nc2ccc(S(=O)(=O)Nc3cc(C)on3)cc2)cc1OC,-11.7,8.1
COCC(=O)Nc1nc2ccc(C)cc2s1,-14.7,6.8
CCN(CC)CCCCOc1ccccc1OC,-16.8,6.5
COc1ccc(C(=O)N2CCN(C(=O)Cc3ccccc3)CC2)cc1OC,-10.4,1.6
O=C(Nc1ccccc1Cl)N1CCN(c2ncccn2)CC1,-6.7,4.8
CCOC(=O)c1ccc(NC(=O)NC2CC3CCC(C2)N3Cc2nnnn2C(C)(C)C)cc1 (centres undefined),-12.4,7.1
Cc1ccc(C)c(N2CCN(CC3CC=CCC3)CC2)c1 (centres undefined),nt,3.3
Cc1ccnc(N2C(=O)c3ccccc3C2Nc2ccccc2Cl)c1 (centres undefined),-10.8,6.9
Cc1ccc2c(c1)N(CCCC(=O)NCc1ccc3c(c1)OCO3)C(=O)CO2,-22.3,nt
O=C(Cn1cnc2c(nnn2Cc2ccc(F)cc2)c1=O)NCC1CCCO1 (centres undefined),4.1,3.3
CCC(=O)Nc1cc(Cl)ccc1N1CCN(C(=O)CC)CC1,2.9,-9.4
CC1Cn2c(nnc2-c2cccs2)S1 (centres undefined),3.4,9.4
CC(=NCCCO)c1c(O)n(Cc2ccccc2)c(=O)[nH]c1=O,-23.5,2.6
COc1cc(N)ccc1NC(=O)c1cccs1,2.1,3.9
CCOC(=O)N1CCN(C(=O)c2ccccc2Oc2ccccc2)CC1,-4.8,-5.8
Nc1cc(Cl)c(N)cc1Cl,-7.3,8.0
